Bioassay records from PubChem.
COUP-TFII inh: inhibitors of human COUP-TFII (NR2F2). P24468. HEK293T NGFI-A luciferase reporter, luminescence. inhibition, % at 8.6 µM. hit rate 0.7% among 370,000;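 active means inhibition above a per-plate cutoff, mean inhibition of test wells between control levels plus 3 SD, cut at about 38% in these data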;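 further: cells cotransfected with COUP-TFII expression vector driving the NGFI-A reporter; 0% = median of COUP-TF2 test wells and 100% = reporter-only cells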
SRC1 inh: human NCOA1 inhibition; HEK293 GAL4-SRC1 luciferase reporter, luminescence; inhibition, % at 3.6 µM; hit rate 0.12% among 360,000;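 active means inhibition above the campaign mean plus 3 SD, with each screening campaign given its own cutoff, cut at about 60% in these data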;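 further: 0% = DMSO treated cells and 100% = gossypol at 36 µM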
Target sequence (Q15788 whole entry, looked up, the tested form may be a part): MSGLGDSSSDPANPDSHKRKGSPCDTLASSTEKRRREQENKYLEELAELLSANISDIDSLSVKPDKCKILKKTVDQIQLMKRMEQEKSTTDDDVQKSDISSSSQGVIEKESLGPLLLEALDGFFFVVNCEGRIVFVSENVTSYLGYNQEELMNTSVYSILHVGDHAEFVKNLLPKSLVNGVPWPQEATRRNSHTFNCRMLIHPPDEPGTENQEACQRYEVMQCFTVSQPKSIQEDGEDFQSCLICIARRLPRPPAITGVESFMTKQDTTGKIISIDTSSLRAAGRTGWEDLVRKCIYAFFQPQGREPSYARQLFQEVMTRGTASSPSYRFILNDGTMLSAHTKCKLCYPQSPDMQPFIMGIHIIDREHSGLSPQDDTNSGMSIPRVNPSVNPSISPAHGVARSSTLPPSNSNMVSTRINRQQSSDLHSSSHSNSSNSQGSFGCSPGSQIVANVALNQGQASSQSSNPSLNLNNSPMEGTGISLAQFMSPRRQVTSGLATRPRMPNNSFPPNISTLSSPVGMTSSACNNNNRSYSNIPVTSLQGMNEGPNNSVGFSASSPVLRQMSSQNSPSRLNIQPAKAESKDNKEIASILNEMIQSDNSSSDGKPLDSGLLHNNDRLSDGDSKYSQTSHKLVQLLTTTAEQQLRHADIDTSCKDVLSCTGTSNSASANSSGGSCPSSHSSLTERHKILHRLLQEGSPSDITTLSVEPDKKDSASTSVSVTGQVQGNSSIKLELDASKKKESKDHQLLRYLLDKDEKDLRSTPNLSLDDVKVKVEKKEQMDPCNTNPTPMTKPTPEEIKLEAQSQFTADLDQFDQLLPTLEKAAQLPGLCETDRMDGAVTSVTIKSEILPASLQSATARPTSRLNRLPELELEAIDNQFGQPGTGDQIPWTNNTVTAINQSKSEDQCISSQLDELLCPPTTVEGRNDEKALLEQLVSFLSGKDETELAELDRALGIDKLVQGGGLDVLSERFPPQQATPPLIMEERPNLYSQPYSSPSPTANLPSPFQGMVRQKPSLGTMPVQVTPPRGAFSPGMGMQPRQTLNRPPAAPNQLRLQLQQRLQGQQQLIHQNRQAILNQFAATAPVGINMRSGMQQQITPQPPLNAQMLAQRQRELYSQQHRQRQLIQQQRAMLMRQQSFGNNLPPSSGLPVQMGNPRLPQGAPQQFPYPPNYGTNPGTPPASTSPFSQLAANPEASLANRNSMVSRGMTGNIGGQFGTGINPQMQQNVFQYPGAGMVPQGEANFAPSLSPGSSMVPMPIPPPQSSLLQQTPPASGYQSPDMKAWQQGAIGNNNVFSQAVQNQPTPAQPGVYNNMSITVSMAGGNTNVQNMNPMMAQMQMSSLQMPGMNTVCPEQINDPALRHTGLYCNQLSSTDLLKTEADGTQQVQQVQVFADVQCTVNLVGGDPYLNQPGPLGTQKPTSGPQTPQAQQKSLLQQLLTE
TLR9-MyD88 block: inhibitors of human TLR9-MyD88 binding | CHO BLA complementation TLR9-MyD88, CCF4 FRET ratio | Q9NR96+Q99836 | hit rate 0.21% among 340,000 | inhibition, % at 4.98 µM;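 active means inhibition above the mean over all tested compounds plus 3 SD, cut at about 21% in these data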;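 further: 0% = DMSO only wells and 100% = clavulanate BLA inhibitor control wells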
NOD2 RIPK2 PPI: blocks binding of human NOD2 to RIPK2; O43353; CHO BLA complementation NOD2-RIPK2, CCF4 ratio; inhibition, % at 4.98 µM; hit rate 0.38% among 360,000; AID 624267; in the data active means inhibition above about 21%;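 further: 0% = vehicle only and 100% = reference blocker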
NCOA3 inh: inhibits human SRC3 coactivator. HEK293 GAL4-SRC3 luciferase reporter, luminescence. Q9Y6Q9. hit rate 0.17% among 360,000. AID 588352. inhibition, % at 3.6 µM;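 active means inhibition above a per-campaign cutoff, the mean of all compounds plus 3 SD, cut at about 60% in these data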;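 further: 0% = DMSO-treated cells and 100% = gossypol-treated cells at 36 µM; higher means less SRC3-driven luciferase light from the GAL4 reporter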
SRC2 inh: inhibits human steroid receptor coactivator 2 | Q15596 | HEK293 GAL4-SRC2 luciferase reporter, luminescence | inhibition, % at 9 µM | hit rate 0.17% among 370,000;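 active means inhibition above the mean inhibition of all tested compounds plus 3 SD, set per campaign, cut at about 52% in these data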;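 further: 0% = DMSO treated cells and 100% = cells given Gossypol at 36 µM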
TWEAK-Fn14 inh: TWEAK-Fn14 signaling inhibition | TWEAK-stimulated Fn14 reporter cells, luciferase luminescence, 8 h | inhibition, % at 10 µM | hit rate 2% among 360,000; in the data active means inhibition above about 50%
Exocytosis inh: lytic granule exocytosis inhibition; TALL-104 LAMP-1 surface exposure, flow cytometry; cells stimulated with thapsigargin and PMA; inhibition, % at 10 µM; hit rate 0.66% among 360,000; AID 651702;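 active means inhibition above about 55%, limit read from the data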
NR5A2 inv ag: inverse agonists of human LRH-1 (NR5A2); O00482; HEK293T StAR-luciferase reporter, LRH-1 transfected, 24 h; inhibition, % at 3.6 µM; hit rate 0.13% among 360,000; AID 602396;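 active means inhibition above the mean inhibition of all tested compounds plus 3 SD, cut at about 73% in these data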;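 further: 0% = DMSO wells and 100% = reporter-only cells lacking LRH-1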
ABHD5 PLIN5 PPI: ABHD5-PLIN5 protein interaction inhibition; hit rate 0.78% among 360,000; Split G. princeps luciferase complementation, luminescence, 4 h; inhibition, % at 4 µM; Q00G26+Q8WTS1;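 active means inhibition above the mean inhibition across every tested compound plus 3 SD, cut at about 22% in these data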;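 further: 0% = DMSO only wells and the 100% control is not disclosed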
TROY NFkB inh: TROY signaling inhibition; AID 1347056; hit rate 0.98% among 360,000; inhibition, % at 10 µM; Q293 LMP1-TROYcd NF-kB luciferase reporter, 4 h;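 active means compounds whose plate-normalised and pattern-corrected inhibition of the luciferase reporter signal at the single screening dose is 50% or more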
Numbers without * were called inactive; / = no result given. Only part of the results is shown (hit frequency here may not be typical).

Every second line gives: COUP-TFII inh	SRC1 inh	TLR9-MyD88 block	NOD2 RIPK2 PPI	NCOA3 inh	SRC2 inh	TWEAK-Fn14 inh	Exocytosis inh	NR5A2 inv ag	ABHD5 PLIN5 PPI	TROY NFkB inh
CN(C)C1=NC[C@H](Cc2ccccc2)N1CCc1cccc(F)c1
  -3	-9	-7	-4	6	-1	7	19	-13	0	-2
Cc1ccc(Cn2nc(C)c(C(=O)N3CCN(S(=O)(=O)/C=C/c4ccccc4)CC3)c2C)cc1
  16	4	1	-1	9	4	-13	7	6	5	4
Cc1noc(C)c1C(=O)N1CCN(S(=O)(=O)c2cccc(Cl)c2Cl)CC1
  -3	-3	8	-9	2	-4	4	-1	2	0	-8
CC12CCC(C(=O)N3CCOCC3)([C@H](Br)C1=O)C2(C)C (stereo not given in full)
  5	13	/	-8	0	-15	-3	-1	12	2	-20
O=C(NNC(=O)C12CC3CC(CC(C3)C1)C2)[C@@H]1C[C@H]1c1ccccc1
  -21	-12	-21	-9	2	-21	1	-2	-3	4	2
COc1ccc(NC(=O)c2ccc3c(c2)OCCO3)cc1OC
  -30	-67	-4	-7	-91	-17	26	-7	-101	-11	-46
CCOC(=O)c1nnn(-c2nonc2-n2cccc2)c1CCl
  -12	12	-2	-10	-9	9	27	0	-16	3	2
Clc1ncnc2scc(-c3ccccc3)c12
  -1	-12	2	7	13	1	11	-7	0	-3	8
CCCC(C)NC(=O)c1ccc(OCc2ccc(Cl)cc2)c(OC)c1 (stereo not given)
  -5	-10	1	4	-8	14	-47	-4	1	6	-40
CCCc1cc(=O)oc2cc3oc(C)c(C)c3cc12
  -10	7	-10	-5	5	-19	-11	-2	46	-9	8
CC1(C)CC(=O)C2=C(C1)OC(N)=C(C#N)C2c1ccc(OC(=O)N2CCOCC2)cc1 (stereo not given)
  -1	-7	12	-14	2	-1	-10	-10	5	-3	-10
C=CCOc1c(CNc2cccc(C(=O)O)c2)cccc1OC
  -28	-230	-10	-2	-58	3	54*	2	-108	2	9
Cc1no[n+]([O-])c1COc1ccc(/C=N/n2nnnc2N)cc1
  -9	-11	-9	2	5	10	13	1	48	3	-2
CC1=C(C)CC(C(=O)NCC(=O)c2ccccc2)C(C(=O)O)C1 (stereo not given)
  -27	-22	9	4	-11	-9	-5	-1	-6	2	7
CCOc1ccc2ccccc2c1/C=N\NC(=O)OC
  -5	-3	-11	0	-2	27	5	0	9	2	5
COC(=O)c1ccc(NC(=O)CSc2nncn2-c2cccnc2)cc1
  13	7	8	1	9	19	9	-8	46	-4	-1
CCOC(=O)c1ccc(NC(=O)C2CCCN(S(=O)(=O)c3ccc(F)cc3)C2)cc1 (stereo not given)
  64*	14	-10	5	23	24	58*	3	17	-4	45
NS(=O)(=O)OCc1ccc(C(F)(F)F)cc1
  3	-9	-5	-10	3	-26	-21	27	-22	4	2
CN(C)c1ccc(/C=N/NC(=O)c2ccc3nc[nH]c3c2)cc1
  2	-73	1	-3	-31	-16	-3	-2	-33	1	-1
Cc1nnc(NC(=O)CSc2n[nH]c(-c3ccccc3C)n2)s1
  10	-3	1	4	-18	2	2	-7	0	-5	22
O=C(CN(C(=O)CCC(=O)Nc1nccs1)c1ccc(F)cc1)NCc1ccccc1
  -10	-5	-6	-1	-10	-15	0	-4	-6	0	-8
Cc1nc2c(-c3ccc(F)cc3)c(C)nn2c(C)c1CCC(=O)N1CCN(c2ccccc2)CC1
  16	-2	-8	-13	-2	1	9	0	-12	-2	1
Cn1ncc(Cl)c1C(=O)N1CCC(Cc2ccccc2)CC1
  7	1	-11	-7	-13	12	-5	0	5	1	18
CCOc1ccc(N(CC(=O)Nc2ccc(C)c(C)c2)S(C)(=O)=O)cc1
  -25	-79	-4	-15	-79	-56	-15	-5	-113	-1	-66
Cc1cc(C)cc(NC(=O)CCCCCN2C(=O)[C@@H]3Cc4ccccc4CN3C2=O)c1
  13	14	-3	-7	14	3	55*	0	9	-3	-6
CCCCn1c(N)c(Sc2ccc(Cl)cc2)c(=O)[nH]c1=O
  0	6	5	-1	10	4	7	1	12	-1	3
O=C(CN1CCN(S(=O)(=O)c2cc(Cl)ccc2Cl)CC1)c1ccc(O)c(O)c1
  -24	7	-2	-8	3	7	-15	-20	-5	7	-20
COc1ccc(NCc2nc3ccccc3n2CCOc2ccc(C)cc2)cc1
  6	-14	2	0	-26	-12	24	8	-18	25*	27
COc1ccccc1/C=C/C(=O)Oc1cccc2cccnc12
  -3	-11	-6	-9	14	-8	-4	1	6	3	-60
Cc1ccc(S(=O)(=O)NCC2CCC(C(=O)O)CC2)cc1 (stereo not given)
  /	4	-6	0	11	/	-2	1	-3	-7	14
Cc1cc2c(cc1S(=O)(=O)N(C)C1CCCCC1)OCC(=O)N2
  16	-1	-4	-6	-10	-19	10	-4	-7	-6	9
Cc1cc2nnc(SCC(=O)Nc3cc(S(=O)(=O)N4CCOCC4)ccc3Cl)n2c2ccccc12
  7	-9	4	1	-16	-10	-8	5	-21	5	-17
CCOC(=O)c1sc2nc(CC(=O)OC)nc(N3CCN(c4ccc(OC)cc4)CC3)c2c1C
  13	10	-5	-1	-40	-5	13	1	33	-7	-4
C[C@@H](C[C@@H](O)[C@H](O)C(C)(C)O)[C@@H]1CC[C@]2(C)C3=CC[C@H]4C(C)(C)C(=O)CC[C@]4(C)[C@H]3CC[C@@]12C
  3	12	-14	-13	22	10	11	-8	10	-3	25
CSc1sc(C(=O)N(C)C)cc1S(=O)(=O)C(C)C
  13	2	/	-8	12	8	3	-2	-16	-2	12
CN(C(=O)COC(=O)COc1ccc2ccccc2c1)c1ccccc1
  11	-26	1	7	6	-19	11	9	-5	0	-29
CNC(=S)N/N=C/c1cc(C)n(-c2ccc(Cl)c(Cl)c2)c1C
  -3	8	8	4	-14	-30	-13	-3	-10	-4	-3
CSc1nsc(SCC(=O)Nc2ccc(C(=O)O)cc2)n1
  11	-4	-3	6	-16	-9	10	10	3	6	5
CCN(CC)CCCNC(=O)C1CCC(CNS(=O)(=O)c2c(C)cc(C)cc2C)CC1 (stereo not given)
  9	11	-6	-5	1	-7	-3	0	-2	0	13
CCOc1ccc(S(=O)(=O)NCCC(=O)N2CCC(Cc3ccccc3)CC2)cc1
  11	-5	18	3	9	21	-3	-2	10	-4	22
O=C(CSc1nnnn1-c1ccc(Cl)cc1)NC(=O)Nc1ccc2c(c1)OCCO2
  -23	-40	-10	-3	-57	-66	25	4	-77	-8	-9
O=C(CCc1ccccc1)NNC(=O)c1ccc(NC(=O)c2ccccc2)cc1
  -23	-1	2	-12	8	-21	-1	3	13	8	-11
Cc1cc(/C=C(\C#N)C(=O)Nc2ccccc2)c(C)n1-c1cccnc1
  -1	-76	3	2	-68	-14	-8	2	-97	3	-21
C/C(=C\C(=O)c1ccc(Cl)cc1)Nc1ccc(N2CCOCC2)cc1
  -4	-1	-2	2	17	3	13	-2	4	-21	42
O=C(O)c1ccc2c(c1)-c1cc(C(=O)O)ccc1S2(=O)=O
  -3	-14	0	-5	4	-9	-6	-2	-7	5	-6
Cc1nc(-c2cccc(-c3noc(C)n3)c2)no1
  -20	18	-13	-8	-4	2	-14	1	-26	1	-15
CCOC(=O)N1CCN(c2cccc(C)c2C)CC1
  7	-1	2	3	1	-16	-16	0	-8	1	1
O=c1cc(-c2ccccc2)oc2ccc(Cl)cc12
  -26	-103	-10	-4	-109	-49	1	-5	-133	5	-65
CCCc1cc(=O)[nH]c(SCC(=O)Nc2nonc2N)n1
  0	-6	-3	2	-19	0	8	4	-10	-1	8
CCOC(=O)C1(CCOc2ccccc2)CCN(Cc2cccc(F)c2)CC1
  14	14	0	-8	3	15	-8	64*	6	-2	11
COc1ccc(C(=O)NC(=S)N2CCCCC2)cc1[N+](=O)[O-]
  7	4	-11	-10	15	-18	0	1	11	0	8
CN(C(=O)c1ccncc1)C1CCCN(Cc2ccccc2F)C1 (stereo not given)
  12	-17	-13	1	18	6	4	-7	7	-3	1
CCCOc1ccc(F)cc1-c1cc(C(=O)Nc2ccc(F)cc2)[nH]n1
  -7	-2	/	-2	2	0	37	-10	-26	-2	34
Cc1ccccc1C(=O)OC1CCN(C)CC1
  12	-11	-2	6	-5	10	-8	0	0	8	-28
O=C(c1ccco1)N1CCN(C(=S)Nc2ccc(Br)cc2Cl)CC1
  -3	-3	5	-12	16	-22	17	-6	-10	6	-7
O=C(OC1CCCCC1)c1cc2ccccc2oc1=O
  -12	-60	2	-9	-81	-101	11	6	-47	-3	-42
CC(C)N=C(NC#N)SCc1ccc(F)cc1
  -3	8	-6	-2	-1	13	-5	2	-10	-3	4
CC1=C(C(=O)OCc2ccccc2)C(c2ccc3ccccc3c2)NC(=O)N1CCCC(=O)O (stereo not given)
  -13	-8	-8	-14	6	6	-3	2	-13	-13	-2
O=C(c1ccccc1)N1CCN(c2ccccc2F)CC1
  9	11	5	6	-8	-14	-17	8	-15	2	-40
